H37Rv inhibition: M. tuberculosis growth inhibition, HTS (AID 449762); M. tuberculosis H37Rv growth inhibition, 7H9 media; higher % means a stronger effect; inhibition, % at 25 µM, or IC50 in µM where a hit was titrated; actives 0.59% (n = 330,000); in the data active = a potency from the dose series;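 note: bacterial growth assessed after seven days of incubation; strong numbers were not always called active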
tuberculosis growth: growth inhibition of non-replicating M. tuberculosis (AID 488890) | Mycobacterium tuberculosis non-replicating, growth inhibition; higher % means a stronger effect | actives 0.39% (n = 320,000) | one-dose inhibition, % at 25 µM; IC50 in µM for titrated hits; in the data active = a potency from the dose series;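 note: plate controls were DMSO cells for no effect and high antibiotic wells for full effect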
Salmonella PhoP GFP: PhoP regulon inhibitors, Salmonella typhi PhoP promoter GFP reporter, confirmatory (AID 1850). Salmonella Typhi PhoP-promoter GFP reporter, fluorescence, 4 h; higher % means a stronger effect. inhibition, % at 50 µM, or IC50 in µM where a hit was titrated. actives 0.33% (n = 310,000); in the data active = a potency from the dose series;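 note: 0% = induced wells with vehicle and 100% = uninduced wells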
VEEV TC-83 Vero: inhibitors of VEEV TC-83 cytopathic effect, confirmation, Vero cells (AID 588727); one-dose inhibition, % at 20 µM; IC50 in µM for titrated hits; actives 0.13% (n = 350,000); Vero cells, VEEV TC-83 cytopathic effect inhibition; higher % means a stronger effect; in the data active = a potency from the dose series; note: strong numbers were not always called active
H1N1 NS1A inhibition: H1N1 influenza NS1A inhibitors, functional cell based assay (AID 504329) | NS1A functional cell-based assay, percent inhibition; higher % means a stronger effect | actives 0.3% (n = 340,000) | one-dose inhibition, % at 12.5 µM; IC50 in µM for titrated hits; in the data active = a potency from the dose series; note: strong numbers were not always called active
VEEV TC-83 Vero 10K pilot screen: also measured in VEEV TC-83 Vero; calls as there; inhibition, %; measured here: 10K pilot screen inhibition
Starred values were filed as active, the others as inactive; i = inactive; . = not tested or not shown. Not a hit list (roughly 1.6% active in at least one column).

Preview, 18 compounds:
SMILES	H37Rv inhibition	tuberculosis growth	Salmonella PhoP GFP	VEEV TC-83 Vero	H1N1 NS1A inhibition	others
COc1ncccc1-c1nnn(-c2ccc(C)cc2)n1	44.3%	39.2%	4.1%	0.9%	-6.7%
CCCCC[C@@H]1C=C(C(=O)O)[C@H](c2ccc(Br)cc2)N1S(=O)(=O)c1ccc(C)cc1	6.8%	70.0%	.	1.1%	-11.3%
CCS(CC)=NS(=O)(=O)c1ccc(NC(C)=O)cc1	-7.3%	-18.0%	3.7%	0.2%	-5.8%
Cc1nn(C)c(C)c1NC(=O)c1cc2nc(-c3ccco3)cc(C(F)(F)F)n2n1	-8.4%	-1.1%	11.5%	2.5%	0.0%
O=C(CN1C(=O)C2C3C=CC(C3)C2C1=O)Nc1ccc(S(=O)(=O)N2CCCCC2)cc1 (stereo not drawn)	4.2%	-7.0%	-8.5%	0.9%	-4.2%
O=C(N[C@H](Cc1cc(=O)[nH]c2ccccc12)C(=O)O)c1ccc(Cl)cc1	-1.9%	-16.5%	10.3%	0.7%	0.0%
COc1ccc(C(=O)N2CCN(CCNC(=O)C(=O)Nc3ccc(F)cc3)CC2)cc1OC	-10.8%	.	3.8%	0.1%	-6.3%
CCn1c(SCC(=O)n2c(C)c(C)c3ccccc32)nnc1-c1ccco1	.	0.4%	-2.6%	1.2%	-1.8%
CC(=O)c1cccc(S(=O)(=O)N2CCC(C(=O)NC3CCCC3)CC2)c1	.	.	.	0.3%	-1.0%
O=C(c1ccccc1)N1CCOC12CCN(c1ncc(C(F)(F)F)cc1Cl)CC2	7.7%	-1.7%	-8.2%	6.6%	-2.3%
CC(=O)C1=C(C)N(CC2CC2)C(=O)N[C@H]1c1ccc(Br)cc1	10.2%	8.0%	-5.4%	i	-5.9%
CN(CC(=O)Nc1cc(S(=O)(=O)N2CCCC2)ccc1Cl)Cc1ccc2c(c1)OCO2	-2.8%	8.1%	.	0.6%	-5.2%
O=C(Nc1ccccc1)c1ccc(S(=O)(=O)N2CCC(C(=O)O)CC2)cc1	-3.1%	14.0%	-4.8%	0.7%	-6.7%
Cc1ccccc1OCC(=O)Nc1nc(C)c(C(=O)N(C)C)s1	4.6%	-8.5%	4.9%	0.3%	-7.0%
COc1ccc(N(CC(=O)Nc2cc(Cl)ccc2OC)C2=NC3CS(=O)(=O)CC3S2)cc1 (stereo not drawn)	-1.2%	-5.7%	-6.0%	0.4%	4.2%	VEEV TC-83 Vero 10K pilot screen=1.9
CCCOc1cc(C)c(S(=O)(=O)N2CCN(C)CC2)cc1C	-6.0%	12.6%	3.9%	i	1.8%
CCOC(=O)C(=Cc1c[nH]c2ccc(S(=O)(=O)N(C)C)cc12)C(=O)OCC	-2.8%	8.7%	1.1%	7.4%	-3.4%
CCCCN(C(=O)c1c(CC)noc1C)c1c(N)n(CCCC)c(=O)[nH]c1=O	-5.1%	10.1%	-6.8%	0.5%	1.1%

This part in full, from the start:
SMILES	H37Rv inhibition	tuberculosis growth	Salmonella PhoP GFP	VEEV TC-83 Vero	H1N1 NS1A inhibition	others
COc1ncccc1-c1nnn(-c2ccc(C)cc2)n1	44.3%	39.2%	4.1%	0.9%	-6.7%
CCCCC[C@@H]1C=C(C(=O)O)[C@H](c2ccc(Br)cc2)N1S(=O)(=O)c1ccc(C)cc1	6.8%	70.0%	.	1.1%	-11.3%
CCS(CC)=NS(=O)(=O)c1ccc(NC(C)=O)cc1	-7.3%	-18.0%	3.7%	0.2%	-5.8%
Cc1nn(C)c(C)c1NC(=O)c1cc2nc(-c3ccco3)cc(C(F)(F)F)n2n1	-8.4%	-1.1%	11.5%	2.5%	0.0%
O=C(CN1C(=O)C2C3C=CC(C3)C2C1=O)Nc1ccc(S(=O)(=O)N2CCCCC2)cc1 (stereo not drawn)	4.2%	-7.0%	-8.5%	0.9%	-4.2%
O=C(N[C@H](Cc1cc(=O)[nH]c2ccccc12)C(=O)O)c1ccc(Cl)cc1	-1.9%	-16.5%	10.3%	0.7%	0.0%
COc1ccc(C(=O)N2CCN(CCNC(=O)C(=O)Nc3ccc(F)cc3)CC2)cc1OC	-10.8%	.	3.8%	0.1%	-6.3%
CCn1c(SCC(=O)n2c(C)c(C)c3ccccc32)nnc1-c1ccco1	.	0.4%	-2.6%	1.2%	-1.8%
CC(=O)c1cccc(S(=O)(=O)N2CCC(C(=O)NC3CCCC3)CC2)c1	.	.	.	0.3%	-1.0%
O=C(c1ccccc1)N1CCOC12CCN(c1ncc(C(F)(F)F)cc1Cl)CC2	7.7%	-1.7%	-8.2%	6.6%	-2.3%
CC(=O)C1=C(C)N(CC2CC2)C(=O)N[C@H]1c1ccc(Br)cc1	10.2%	8.0%	-5.4%	i	-5.9%
CN(CC(=O)Nc1cc(S(=O)(=O)N2CCCC2)ccc1Cl)Cc1ccc2c(c1)OCO2	-2.8%	8.1%	.	0.6%	-5.2%
O=C(Nc1ccccc1)c1ccc(S(=O)(=O)N2CCC(C(=O)O)CC2)cc1	-3.1%	14.0%	-4.8%	0.7%	-6.7%
Cc1ccccc1OCC(=O)Nc1nc(C)c(C(=O)N(C)C)s1	4.6%	-8.5%	4.9%	0.3%	-7.0%
COc1ccc(N(CC(=O)Nc2cc(Cl)ccc2OC)C2=NC3CS(=O)(=O)CC3S2)cc1 (stereo not drawn)	-1.2%	-5.7%	-6.0%	0.4%	4.2%	VEEV TC-83 Vero 10K pilot screen=1.9
CCCOc1cc(C)c(S(=O)(=O)N2CCN(C)CC2)cc1C	-6.0%	12.6%	3.9%	i	1.8%
CCOC(=O)C(=Cc1c[nH]c2ccc(S(=O)(=O)N(C)C)cc12)C(=O)OCC	-2.8%	8.7%	1.1%	7.4%	-3.4%
CCCCN(C(=O)c1c(CC)noc1C)c1c(N)n(CCCC)c(=O)[nH]c1=O	-5.1%	10.1%	-6.8%	0.5%	1.1%
Cc1ccc(-n2nc3c(=O)n(CCCC(=O)NCc4ccccc4F)nc(C)c3c2C)cc1	-1.4%	20.6%	9.7%	2.9%	3.2%
CCc1ccc(N(C(=O)CNC(=O)c2ccco2)C(C(=O)NCC2CCCO2)c2ccccc2)cc1 (stereo not drawn)	-5.6%	2.7%	-5.0%	4.3%	-5.9%
O=C(NC(Cc1ccccc1)C(=O)O)/C(=C/c1ccc(Br)cc1)NC(=O)c1ccc(Br)o1 (stereo not drawn)	-6.7%	19.0%	0.0%	i	10.9%
N#Cc1cc([N+](=O)[O-])ccc1Oc1cccc(/C=N/NC(=O)c2cccc(Cl)c2)c1	43.8%	4.7%	5.4%	8.2%	-5.6%
COc1ccc(N/N=C(\C#N)C(=N)N2CCOCC2)cc1	4.9%	1.8%	-5.2%	1.1%	0.4%
NC1=NC[C@H](Cc2ccccc2)N1CCCCC1CCCCC1	-0.2%	7.48µM*	22µM*	i	7.5%
O=C(COc1ccccc1F)NNC(=O)Cn1c(=O)cnc2ccccc21	-8.1%	-2.7%	.	i	0.8%
COc1ccc(-n2nc(C(=O)NCC(=O)NC(C)C)c3ccccc3c2=O)cc1Cl	-5.6%	-16.9%	-3.9%	1.5%	0.1%
Cc1nn(Cc2ccc(Cl)cc2)c(C)c1NC(=O)c1cc(C(C)C)on1	3.5%	-6.5%	11.1%	0.9%	-0.5%
O=C(CC1Nc2ccccc2NC1=O)c1ccccc1 (stereo not drawn)	24.0%	0.1%	-15.0%	.	.
CC(C)CCNc1ncnc2c1nnn2Cc1ccccc1Cl	-5.9%	4.3%	3.4%	1.6%	-1.1%
COc1ccc(S(=O)(=O)N2CCCOC2CNC(=O)C(=O)NCCc2ccco2)cc1C (stereo not drawn)	-8.4%	25.7%	-9.1%	7.4%	-8.0%
CN(CC1CCN(CCc2cccc(C(F)(F)F)c2)CC1)C(=O)c1ccc(F)cc1	-4.6%	13.1%	2.8%	i	-4.8%
CCOc1ccc(OCC(=O)OCC(=O)N(CC(C)C)c2c(N)n(Cc3ccccc3)c(=O)[nH]c2=O)cc1	63.4%	1.6%	5.7%	5.1%	-13.2%
Cc1cc(C(=O)N2C(C)CCCC2C)no1 (stereo not drawn)	-8.0%	-14.0%	4.1%	11.3%	3.2%
CCCN(CCC)CCCNC(=O)c1nn(-c2cccc(OC)c2)c(=O)c2ccccc12	5.1%	-1.0%	-9.4%	0.3%	3.7%
C=CCN(C(=O)CCC(=O)Nc1cc(C)on1)C(C(=O)NC1CCCC1)c1ccc(Cl)cc1 (stereo not drawn)	7.8%	22.7%	3.7%	0.1%	-5.4%
COc1ccc(-c2cc3c(=O)n(CC(=O)NCCCN4CCN(Cc5ccccc5)CC4)ncn3n2)cc1	1.9%	26.2%	3.5%	i	3.0%
CC(NCc1ccc2c(c1)OCO2)C(=O)NC1CCCCC1 (stereo not drawn)	-2.6%	-9.0%	6.7%	0.8%	0.1%

Taken from the results shown (two entries):
SMILES	H37Rv inhibition	tuberculosis growth	Salmonella PhoP GFP	VEEV TC-83 Vero	H1N1 NS1A inhibition	others
CN(CC1CCN(CCc2cccc(C(F)(F)F)c2)CC1)C(=O)c1ccc(F)cc1	-4.6%	13.1%	2.8%	i	-4.8%
CCOc1ccc(OCC(=O)OCC(=O)N(CC(C)C)c2c(N)n(Cc3ccccc3)c(=O)[nH]c2=O)cc1	63.4%	1.6%	5.7%	5.1%	-13.2%
